# IDE cell inh: inhibitors of human insulin-degrading enzyme in cells; P14735; HEK cells, FAbetaB cleavage, fluorescence polarization; inhibition, % at 5.59 µM; 320,000 compounds, 0.41% hits;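 active means percent inhibition above the average of all tested compounds plus 3 SD, set per screening campaign, cut at about 16% in these data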;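 further: IDE supplied by intact live HEK cells; FP after avidin binding of uncleaved biotin substrate so inhibition keeps polarization high; 0% = DMSO wells and 100% = 60 µM reference IDE inhibitor Ii1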
# M5 ag: CHRM5 agonism in calcium assay. P08912. CHO-K1 hM5 cells, Fluo-8 calcium fluorescence; 0% DMSO wells, 100% maximal acetylcholine response. activation, % at 3 µM. 360,000 compounds, 0.19% hits. AID 624037;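 active means activation above the run's mean over test compounds plus 3 SD, cut at about 23% in these data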;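 further: signal is peak over basal fluorescence ratio across the kinetic read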
# Target sequence (P08912 whole entry, looked up): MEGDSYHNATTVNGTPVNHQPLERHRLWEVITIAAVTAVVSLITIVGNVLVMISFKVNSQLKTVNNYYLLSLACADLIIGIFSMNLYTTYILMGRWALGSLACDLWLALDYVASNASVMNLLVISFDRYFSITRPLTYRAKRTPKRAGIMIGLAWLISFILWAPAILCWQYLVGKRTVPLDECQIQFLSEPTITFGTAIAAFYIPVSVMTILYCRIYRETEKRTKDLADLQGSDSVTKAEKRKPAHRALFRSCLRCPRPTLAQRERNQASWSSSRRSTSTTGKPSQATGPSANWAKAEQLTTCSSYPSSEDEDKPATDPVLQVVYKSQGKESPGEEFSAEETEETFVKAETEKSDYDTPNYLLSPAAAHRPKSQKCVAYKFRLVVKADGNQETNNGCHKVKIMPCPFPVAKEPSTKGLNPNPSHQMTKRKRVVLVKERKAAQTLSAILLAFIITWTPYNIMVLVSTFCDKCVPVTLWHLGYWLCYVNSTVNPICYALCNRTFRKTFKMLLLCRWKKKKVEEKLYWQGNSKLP
# CHRM5 antagonist: blocks acetylcholine activation of human M5 receptor; CHO-hM5 cells, Fluo-8 calcium fluorescence, ACh EC80; inhibition, % at 3 µM; 360,000 compounds, 0.59% hits; AID 624040;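 active means inhibition above a per-plate cutoff, the mean of that plate's test compounds plus 3 SD, cut at about 27% in these data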;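 further: 0% = acetylcholine EC80 with DMSO and 100% = DMSO without agonist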
# CHRM4 antagonist: antagonists of human muscarinic M4 receptor (CHRM4); CHO-hM4 cells, ACh EC80, Fluo-8 calcium fluorescence; 360,000 compounds, 0.73% hits; inhibition, % at 3 µM; AID 624125;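 active means inhibition above its plate's cutoff, the mean inhibition of sample wells plus 3 SD, cut at about 27% in these data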;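 further: 0% = acetylcholine EC80 with DMSO and 100% = DMSO without agonist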
# Target sequence (P08173 whole entry, looked up): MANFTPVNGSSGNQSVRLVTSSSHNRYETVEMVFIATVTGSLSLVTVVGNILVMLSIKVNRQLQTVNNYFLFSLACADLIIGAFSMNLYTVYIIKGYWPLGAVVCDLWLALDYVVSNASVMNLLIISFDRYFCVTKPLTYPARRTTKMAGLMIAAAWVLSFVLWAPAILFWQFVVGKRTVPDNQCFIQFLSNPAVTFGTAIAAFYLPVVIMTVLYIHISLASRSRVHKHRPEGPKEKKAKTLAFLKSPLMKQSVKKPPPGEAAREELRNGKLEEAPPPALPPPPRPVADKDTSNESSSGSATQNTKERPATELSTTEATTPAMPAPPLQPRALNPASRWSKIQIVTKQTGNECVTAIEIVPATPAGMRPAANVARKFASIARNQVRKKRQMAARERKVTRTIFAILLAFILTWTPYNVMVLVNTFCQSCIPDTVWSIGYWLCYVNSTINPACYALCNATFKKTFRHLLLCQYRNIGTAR
# M4 ag: CHRM4 agonism in calcium assay; 360,000 compounds, 0.14% hits; CHO-K1 hM4/Gqi5, Fluo-8 calcium fluorescence; vehicle 0%, full acetylcholine response 100%; P08173; activation, % at 3 µM;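 active means activation above the run mean over all test wells plus 3 SD, cut at about 32% in these data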;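 further: peak over basal fluorescence ratio per well then scaled between controls; 0% = DMSO wells and 100% = acetylcholine at EC100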
# CRFR2-BP ag: agonists of human CRF-binding protein/CRF-R2 receptor complex. HEK293 CRF-R2/CRF-BP, calcium dye fluorescence (FLIPR); percent of saturating CRF peptide response. activation, % at 13.2 µM. 350,000 compounds, 0.46% hits;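 active means activation of at least 50%, plus an integration ratio under a set limit after plate pattern correction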;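 further: plate controls were neutral control wells without compound for no effect and CRF at EC100 for full effect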
# CHRM4 PAM: potentiates acetylcholine response at human M4 receptor; CHO-K1 hM4/Gqi5, Fluo-8 calcium fluorescence, ACh EC20; 0% = ACh EC20, 100% = maximal ACh; activation, % at 3 µM; 360,000 compounds, 0.4% hits;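 active means activation above its plate's cutoff, the mean activation of sample wells plus 3 SD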; further: some results filed as inactive read as strong as hits
# CHRM5 PAM: potentiates acetylcholine response at human M5 receptor; 360,000 compounds, 0.3% hits; P08912; activation, % at 3 µM; CHO-K1 hM5, Fluo-8 calcium, ACh EC20 PAM; 0% = ACh EC20, 100% = ACh EC100;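 active means activation above the run cutoff, the mean activation of all test compounds plus 3 SD, cut at about 18% in these data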
#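 Assay system – human M5 receptor in CHO-K1 cells · Read-out – % activation, ACh-normalized · Technique – Fluo-8 calcium fluorescence · Dosing – single-point, 3 µM nominal · Incubation – Fluo-8 loading 80 min at 37 °C plus 30 min room temperature · Repeats – singlicate, one well per test compound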
# CRFR2-BP antag: antagonists of CRF-binding protein/CRF-R2 receptor complex; inhibition, % at 11.8 µM; 350,000 compounds, 0.59% hits; HEK293 CRF-R2/CRF-BP, CRF-induced calcium fluorescence;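 active means inhibition of the ligand-induced calcium signal above about 50% at the single tested concentration, limit read from the data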
# * marks the source's active call; other numbers are inactive results; . = no result given. Rows are unselected. Share with any hit: about 2.9%.
SMILES,IDE cell inh,M5 ag,CHRM5 antagonist,CHRM4 antagonist,M4 ag,CRFR2-BP ag,CHRM4 PAM,CHRM5 PAM,CRFR2-BP antag
Cc1noc(C)c1S(=O)(=O)N(C)Cc1ccccc1,1,-4,2,-3,1,-2.8,3,-4,35
COc1c(Cl)ccc(Cl)c1C(=O)OCC(=O)O,0,1,-7,9,0,-5.4,18,9,5
Nc1nc(SCC(=O)Nc2ncc(C(F)(F)F)cc2Cl)n[nH]1,-1,-3,-2,-10,1,5.1,9,7,2
O=C1c2oc3ccccc3c(=O)c2C(c2cccc(F)c2)N1CCCO (configuration not stated),-4,-2,0,-3,1,1.2,3,-4,-2
Cc1ccccc1S(=O)(=O)NC(=O)C1(C)CCN1C(=O)C1(c2ccc(Cl)cc2)CCC1 (configuration not stated),.,0,3,10,0,.,0,2,.
C/C(CC1CC2=C(CC1(C)C)C(C)(C)CCC2)=N\NC(N)=S (configuration not stated),-6,4,0,5,1,5.6,43*,2,-45
O=C(c1ccccc1)N(Cc1ccc(F)cc1)Cc1nc2ccccc2c(=O)[nH]1,-2,6,-1,-20,6,-1.1,16,-5,21
C[C@H](CO)N1C[C@H](C)[C@H](CN(C)S(=O)(=O)c2ccccc2C#N)OCc2cnnn2CCCC1=O,.,-1,4,-6,1,0.1,0,1,-8
CCOc1ccc(S(=O)(=O)NCCC(=O)NCC(c2ccccc2OC)N2CCCC2)cc1 (configuration not stated),.,-7,-8,-11,0,1.4,12,5,-12
CC(C)(C)NCC1(CO)SC(N)=NC1=O (configuration not stated),-4,0,-3,2,0,-1.0,-1,-3,8
COc1ccccc1NC(=O)CSc1nnc(Cn2cnc3ccccc32)o1,3,-2,7,5,2,-0.4,-6,-3,11
Cc1cc(C)c(NC(=O)CN(C)C(=O)CNC(=O)c2cccs2)c(C)c1,0,-2,7,-4,1,1.4,7,5,-10
CC(=O)c1ccc(OCCOc2ccc(Cl)c3cccnc23)cc1,3,-1,2,-17,1,1.0,5,-3,-5
COc1ccc2nc(SCC(=O)N3CCNC3=O)[nH]c2c1,2,0,-1,0,0,0.4,13,8,-12
COc1ccc(CNC(=O)CN(c2ccc(OC)cc2)S(=O)(=O)c2c(C)nn(C)c2C)cc1,-3,-4,9,10,4,-1.1,0,1,26
O=c1cc(O)nc(SCc2ccccc2)n1-c1ccc(Cl)cc1,5,-2,2,-5,1,-0.7,5,6,-1
COc1ccc(C(=O)NC(=S)NNC(=O)c2ccc3ccccc3n2)cc1,0,0,15,5,0,24,-6,-2,-27
COc1ccc(CCC(=O)N(C)CC(=O)Nc2cc(C)ccc2C)cc1,2,-2,6,4,1,-0.9,-2,-2,-2
O=C(COC(=O)c1cccs1)NCCCc1ccccc1,-3,-2,10,-2,0,-1.8,-2,1,-3
N#Cc1c(N)n(-c2cccc(O)c2)c2nc3ccccc3nc12,0,8,-4,-14,0,-0.8,6,6,10
CC(C)NC(=O)C1(C)CCN1Cc1ccc(Cl)cc1 (configuration not stated),.,-2,-1,0,0,.,-2,-1,.
C[C@@H]1CN([C@@H](C)CO)C(=O)CCCn2nncc2CO[C@H]1CN(C)S(=O)(=O)c1ccc(C#N)cc1,.,0,-5,-5,0,-0.2,4,4,37
COCCOC(=O)c1sc(=S)n(CCOC)c1N,-1,0,4,-7,1,14,8,-2,8
COc1ccc(-c2noc(CCCC(=O)NCC3CCCO3)n2)cc1 (configuration not stated),-1,3,4,-5,5,1.9,5,-2,0
C[C@H]1COC(=O)[C@H](CC(=O)OC(C)(C)C)C/C=C\C[C@@H](CC(=O)N[C@H](CO)Cc2ccccc2)C(=O)N1,-2,1,0,-6,0,-0.5,5,20*,-2
# Carrying on:
SMILES,IDE cell inh,M5 ag,CHRM5 antagonist,CHRM4 antagonist,M4 ag,CRFR2-BP ag,CHRM4 PAM,CHRM5 PAM,CRFR2-BP antag
COc1nc(-c2ccccc2)cc(-c2ccc(OC)c(OC)c2)n1,3,-1,7,-3,7,5.7,2,-11,11
COc1ccc2c(-c3ccccc3)cc(N3CCOCC3)nc2c1,1,-6,-4,4,-2,0.8,1,-4,-1
Cc1ccc2cc3c(NC(=O)c4ccco4)nn(C)c3nc2c1,3,1,-1,-1,3,-3.8,8,-6,-16
CC(=O)C[C@@H](O)CC(=O)[C@@H]1OC(=O)CCCCC/C=C/Cc2ccccc21,1,5,9,-4,12,-2.3,1,-5,0
O=C(Nc1ccc(F)cc1)N(Cc1ccco1)Cc1cc2cc3c(cc2[nH]c1=O)OCO3,-1,-2,-2,9,1,-1.2,-1,-1,-20
Cc1ccc(C(=O)NCC(=O)OCC(=O)N(CC(C)C)c2c(N)n(Cc3ccccc3)c(=O)[nH]c2=O)cc1C,2,3,6,-2,1,1.6,-4,-1,7
O=C(Nc1ccc(S(=O)(=O)Nc2ncccn2)cc1)c1cccc(S(=O)(=O)N2CCCC2)c1,0,-4,-4,21,2,-0.2,-7,5,6
CC(=O)Nc1ccc(S(=O)(=O)Nc2cccc(-n3c(C)nc4ccccc4c3=O)c2)cc1,4,-3,-9,-7,1,-0.1,14,10,-5
CCOC(=O)C(=CNc1ccc2c(c1)CCN2C(C)=O)C(=O)OCC,-3,5,1,-18,-2,-5.3,21,6,19
COc1ccc(-c2nnc(SCC(=O)N3CCCCC3)o2)cc1,-1,-2,4,11,2,-1.4,1,0,2
CN(C)S(=O)(=O)c1cccc(NC(=O)c2cc([N+](=O)[O-])ccc2N2CCCCC2)c1,0,1,2,-6,8,-1.4,-2,-3,29
c1ccc(Oc2cccc(NC3=NCCC3)c2)cc1,4,-7,1,15,1,0.0,-6,-3,0
COc1ccc(OC)c(NC(=O)C2CCCN2S(=O)(=O)c2ccc3c(c2)CC(C)N3C(C)=O)c1 (configuration not stated),.,-1,5,-10,1,-1.9,3,-1,-13
Cc1nc(-c2ccccc2)nc2n[nH]c(N)c12,3,1,-6,11,3,-0.3,-1,16,-2
CC(C)(C)c1cc(CCC(=O)NCc2cccnc2)cc(C(C)(C)C)c1O,.,-2,-12,3,2,0.6,3,4,7
O=C1Nc2ccccc2C(=O)N2[C@H](c3cccc(Br)c3)[C@@H]3C(=O)N(Cc4ccccc4)C(=O)[C@@H]3[C@H]12,-1,3,0,5,2,1.5,8,5,-49
CCOC(=O)N1CCN(CC(=O)Nc2sccc2C#N)CC1,-5,-1,-1,-15,3,1.7,-5,2,-11
CCOc1ccc2nc(SCC(=O)Nc3ccc4c(c3)OCCO4)[nH]c2c1,-2,-6,2,4,5,-2.3,-3,-4,6
Cc1ccc(C(=O)NCCc2cc3ccc(C)c(C)c3[nH]c2=O)cc1[N+](=O)[O-],10,0,-4,7,1,-3.8,6,2,-53
C1=CC2CCC1ON2c1ccccc1 (configuration not stated),0,-2,-4,-5,1,3.1,10,-2,33
O=C(CSc1nnc2ccc(-c3cccnc3)nn12)Nc1ccccc1,4,-2,1,-3,2,-0.4,7,2,6
COc1ccc2nc(NC3=NC(c4ccccc4)CC(=O)N3)nc(C)c2c1 (configuration not stated),7,-1,4,14,3,-0.9,-9,-5,-25
CC(C)CCNC(=O)c1ccc2c(c1)N(Cc1ccccc1)C(=O)CS2=O (configuration not stated),1,-2,0,-13,4,-2.2,-4,-6,9
Cc1cc(C(=O)Nc2cccc(O)c2)co1,1,0,3,7,0,-4.1,1,0,12
CN(C(=O)C(=O)c1cn(CC(=O)N2CCCC2)c2ccccc12)C1CCCCC1,0,-1,-1,-4,2,-0.9,2,-3,9
# More entries follow.
SMILES,IDE cell inh,M5 ag,CHRM5 antagonist,CHRM4 antagonist,M4 ag,CRFR2-BP ag,CHRM4 PAM,CHRM5 PAM,CRFR2-BP antag
CCc1nc(N2CCCC2C(=O)O)c2oc3ccccc3c2n1 (configuration not stated),5,-1,-1,-1,0,0.6,1,2,0
CCCCn1c(N)c(N(Cc2ccccc2OC)C(=O)CSCC(=O)Nc2ccc(C)cc2)c(=O)[nH]c1=O,.,1,-9,-5,0,0.1,10,5,6
CN(C)C1=NCCN1CC1CCCCCC1,1,-10,13,9,1,-2.5,-4,-7,5
CCC(C)NC(=O)N1c2ccccc2Sc2ccccc21 (configuration not stated),6,-21,0,13,0,-8.2,-34,-8,8
COc1ccc(N2C(=O)C3CCCN3C2c2cccc(C)c2)cc1 (configuration not stated),-3,1,7,-11,-1,-1.1,0,-7,4
O=C(COC(=O)/C=C/c1cccc(Br)c1)NC1CCCC1,0,5,-17,-17,1,-4.2,9,12,21
CCN1C(=O)/C(=C/C2=Cc3ccccc3OC2C)SC1=S (configuration not stated),-4,0,12,6,1,23,-2,-3,-41
C[C@H](NC(=O)c1ccc(Cl)cc1)C(=O)NCCc1ccc(S(N)(=O)=O)cc1,3,-4,0,6,0,-1.6,6,-2,-15
C[C@@H]1C=C[C@](Cc2ccccc2)(C(=O)O)N1C(=O)c1ccccc1,-1,-2,17,6,-1,-0.9,-3,-2,10

# 15 of the compounds above, with two lines to a compound.
# Value order: IDE cell inh, M5 ag, CHRM5 antagonist, CHRM4 antagonist, M4 ag, CRFR2-BP ag, CHRM4 PAM, CHRM5 PAM, CRFR2-BP antag
Cc1noc(C)c1S(=O)(=O)N(C)Cc1ccccc1
→ 1, -4, 2, -3, 1, -2.8, 3, -4, 35
COc1c(Cl)ccc(Cl)c1C(=O)OCC(=O)O
→ 0, 1, -7, 9, 0, -5.4, 18, 9, 5
Nc1nc(SCC(=O)Nc2ncc(C(F)(F)F)cc2Cl)n[nH]1
→ -1, -3, -2, -10, 1, 5.1, 9, 7, 2
O=C1c2oc3ccccc3c(=O)c2C(c2cccc(F)c2)N1CCCO (configuration not stated)
→ -4, -2, 0, -3, 1, 1.2, 3, -4, -2
Cc1ccccc1S(=O)(=O)NC(=O)C1(C)CCN1C(=O)C1(c2ccc(Cl)cc2)CCC1 (configuration not stated)
→ ., 0, 3, 10, 0, ., 0, 2, .
C/C(CC1CC2=C(CC1(C)C)C(C)(C)CCC2)=N\NC(N)=S (configuration not stated)
→ -6, 4, 0, 5, 1, 5.6, 43*, 2, -45
O=C(c1ccccc1)N(Cc1ccc(F)cc1)Cc1nc2ccccc2c(=O)[nH]1
→ -2, 6, -1, -20, 6, -1.1, 16, -5, 21
C[C@H](CO)N1C[C@H](C)[C@H](CN(C)S(=O)(=O)c2ccccc2C#N)OCc2cnnn2CCCC1=O
→ ., -1, 4, -6, 1, 0.1, 0, 1, -8
CCOc1ccc(S(=O)(=O)NCCC(=O)NCC(c2ccccc2OC)N2CCCC2)cc1 (configuration not stated)
→ ., -7, -8, -11, 0, 1.4, 12, 5, -12
CC(C)(C)NCC1(CO)SC(N)=NC1=O (configuration not stated)
→ -4, 0, -3, 2, 0, -1.0, -1, -3, 8
COc1ccccc1NC(=O)CSc1nnc(Cn2cnc3ccccc32)o1
→ 3, -2, 7, 5, 2, -0.4, -6, -3, 11
Cc1cc(C)c(NC(=O)CN(C)C(=O)CNC(=O)c2cccs2)c(C)c1
→ 0, -2, 7, -4, 1, 1.4, 7, 5, -10
CC(=O)c1ccc(OCCOc2ccc(Cl)c3cccnc23)cc1
→ 3, -1, 2, -17, 1, 1.0, 5, -3, -5
COc1ccc2nc(SCC(=O)N3CCNC3=O)[nH]c2c1
→ 2, 0, -1, 0, 0, 0.4, 13, 8, -12
COc1ccc(CNC(=O)CN(c2ccc(OC)cc2)S(=O)(=O)c2c(C)nn(C)c2C)cc1
→ -3, -4, 9, 10, 4, -1.1, 0, 1, 26
